pPAFAH inh – pPAFAH (human) enzyme inhibition; inhibition, % at 3.39 µM; Q13093; 1.5% of 330,000 active; recombinant pPAFAH, FP-rhodamine probe fluorescence polarization;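 active = inhibition above the mean inhibition across the screen plus 3 SD, cut at about 25% in these data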;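 note: inhibitors block binding of the rhodamine activity-based probe so polarization drops; 0% = enzyme with DMSO and 100% = wells lacking pPAFAH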
MCL1 BIM primary – MCL1-BIM-BH3 interaction inhibition (human) | 0.68% of 320,000 active | Q07820 | inhibition, % at 10.9 µM | GST-MCL1 / FITC-Bim-BH3 fluorescence polarization;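 active = inhibition above the mean inhibition of all tested compounds plus 3 SD, set per campaign, cut at about 40% in these data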;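 note: 0% = DMSO wells and 100% = unlabeled Bim-BH3 peptide control; higher means more loss of mP so more displacement of Bim peptide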
Target sequence (Q07820 whole entry, looked up): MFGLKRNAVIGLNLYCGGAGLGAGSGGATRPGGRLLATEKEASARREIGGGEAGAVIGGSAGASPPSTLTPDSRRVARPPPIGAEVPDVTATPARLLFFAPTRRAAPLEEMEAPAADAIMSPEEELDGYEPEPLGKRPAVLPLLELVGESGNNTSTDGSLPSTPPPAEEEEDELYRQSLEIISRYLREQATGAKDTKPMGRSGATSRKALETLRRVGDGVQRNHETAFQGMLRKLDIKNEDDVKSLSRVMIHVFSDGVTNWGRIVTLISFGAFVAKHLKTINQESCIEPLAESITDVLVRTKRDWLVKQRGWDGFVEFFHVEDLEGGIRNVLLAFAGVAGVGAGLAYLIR
Bcl-xL primary – blocks human Bcl-xL binding to Bim BH3 peptide. inhibition, % at 10.9 µM. Q07817. GST-Bcl-xL / FITC-Bim BH3 peptide fluorescence polarization. AID 2129. 0.7% of 320,000 active;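 active = inhibition above the mean of all tested compounds plus 3 SD, cutoff set per campaign, cut at about 30% in these data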;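 note: 0% = DMSO wells and 100% = unlabeled Bim-BH3 peptide competitor; inhibitors lower millipolarization by displacing the labeled peptide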
Fam108B inh – counter-screen for RBBP9 inhibitors: inhibitors of mouse Fam108B; recombinant Fam108B, FP-Rh probe fluorescence polarization; inhibition, % at 9.51 µM; 0.33% of 300,000 active;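 active = inhibition above the screen mean inhibition plus 3 SD, computed separately per campaign, cut at about 18% in these data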;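 note: inhibitors lower polarization as less probe binds the enzyme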
PAFAH1B2 FP inh – PAFAH1B2 (human) inhibition; recombinant PAFAH1B2, FP-rhodamine activity probe, fluorescence polarization; inhibition, % at 3.39 µM; 1.2% of 340,000 active; AID 492953;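 active = inhibition above the mean of all tested compounds plus 3 SD, cut at about 24% in these data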;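 note: 0% = enzyme with DMSO and 100% = wells lacking PAFAH1B2; many of its hits are not listed in these tables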
Target sequence (P68402 whole entry, looked up): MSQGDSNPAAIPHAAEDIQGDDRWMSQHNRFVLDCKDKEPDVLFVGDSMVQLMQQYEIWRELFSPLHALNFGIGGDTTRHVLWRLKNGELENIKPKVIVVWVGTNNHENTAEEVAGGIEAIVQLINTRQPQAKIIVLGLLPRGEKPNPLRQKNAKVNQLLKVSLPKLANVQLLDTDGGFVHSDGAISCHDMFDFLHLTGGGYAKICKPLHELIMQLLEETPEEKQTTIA
MEX-5 binding – C. elegans MEX-5 TCR-2 RNA binding activity | MEX-5/FITC-TCR2 RNA binding, fluorescence polarization; stronger effect = lower value | activity score (negative = inhibition of binding), % at 10 µM | 0.38% of 300,000 active | AID 1832;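 active = inhibition past about -25% in most replicates, and total fluorescence under double the plate's negative control median, limit read from the data; inconclusive = replicates evenly split on the limit, or fluorescence at least double controls; inactive = too little inhibition in most replicates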;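 note: 0% = DMSO and -100% = 5 µM competing unlabeled TCR2 RNA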
PME-1 primary – blocks human protein phosphatase methylesterase 1; inhibition, % at 5.9 µM; recombinant PME-1, FP-Rh probe fluorescence polarization; 0.53% of 320,000 active; AID 2130;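 active = inhibition above the campaign mean of all compounds plus 3 SD, cut at about 26% in these data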;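 note: competitive labeling of PME-1 active site by serine hydrolase directed probe; 0% = PME-1 with DMSO and 100% = wells lacking PME-1 enzyme; inhibitors block probe labeling so polarization falls and inhibition rises; many of its hits are not listed in these tables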
GLD-1 RNA inh – GLD-1-TGE RNA interaction inhibition (C. elegans) | Q17339 | purified GLD-1 + fluorescein TGE RNA, fluorescence polarization | inhibition, % at 5.96 µM | 0.44% of 320,000 active | AID 2280;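 active = percent inhibition above a per-plate cutoff, the plate mean of test compounds plus 3 SD, cut at about 30% in these data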;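 note: 0% = DMSO wells with GLD-1 and probe and 100% = wells lacking GLD-1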
Target sequence (Q17339 whole entry, looked up): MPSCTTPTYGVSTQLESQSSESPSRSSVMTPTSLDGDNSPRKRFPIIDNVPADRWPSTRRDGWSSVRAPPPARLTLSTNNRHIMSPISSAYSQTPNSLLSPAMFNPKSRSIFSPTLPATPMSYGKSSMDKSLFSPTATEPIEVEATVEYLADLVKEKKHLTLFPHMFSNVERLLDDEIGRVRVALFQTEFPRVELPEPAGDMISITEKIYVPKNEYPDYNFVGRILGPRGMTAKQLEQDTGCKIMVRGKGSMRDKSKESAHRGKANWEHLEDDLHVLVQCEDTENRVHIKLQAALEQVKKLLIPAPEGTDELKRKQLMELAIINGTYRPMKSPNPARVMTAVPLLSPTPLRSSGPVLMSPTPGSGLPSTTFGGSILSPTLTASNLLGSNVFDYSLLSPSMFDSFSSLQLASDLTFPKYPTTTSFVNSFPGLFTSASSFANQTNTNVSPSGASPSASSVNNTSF
AHR activator – activators of human aryl hydrocarbon receptor | 2.5% of 320,000 active | activation, % at 5 µM | AHR-responsive luciferase reporter cells, luminescence; in the data active = activation above about 47%;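 note: 0% = vehicle wells and 100% = reference agonist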
Starred values were filed as active, the others as inactive; ? = inconclusive; nt = not tested or not shown. A portion of the library; the hit share may differ from the screen's.

SMILES	pPAFAH inh	MCL1 BIM primary	Bcl-xL primary	Fam108B inh	PAFAH1B2 FP inh	MEX-5 binding	PME-1 primary	GLD-1 RNA inh	AHR activator
CCOC(=O)CNC(=O)CSc1nnc(Cn2c(=O)sc3ccccc32)n1C	-1	4	4	-2	0	0.4	1	1	0
O=C(NCc1ccc(Cl)cc1)c1cccc(NC2=NC3CS(=O)(=O)CC3S2)c1 (stereo not given)	3	2	3	2	15	-0.7	2	3	-1
CCN(CC)S(=O)(=O)c1ccc(OC)c(NC(=O)c2ccc(N3CCCC3=O)cc2)c1	-1	1	4	nt	4	nt	8	5	0
CC1CCC(CN2C(Nc3ccccc3)=NC[C@@H]2Cc2ccccc2)CC1 (stereo not given in full)	2	nt	nt	nt	2	nt	nt	3	0
Cn1nccc1NC(=O)Nc1cccc(Br)c1	-1	-3	1	5	8	0.2	1	-9	12
Cc1cccc(OCC(=O)NCc2ccccc2)c1	5	-4	2	-3	6	0.0	3	10	7
Cc1cc([N+](=O)[O-])ccc1NC(=O)CCC(=O)N1CCCC1	2	0	-1	-2	2	1.4	-4	4	1
COc1ccc(OC)c(NC(=O)CSc2nnc(CNc3ccc(F)cc3)o2)c1	4	8	6	1	3	0.2	5	-1	16
CS(=O)(=O)Nc1ccccc1C(=O)Nc1ccccc1Cl	3	5	4	2	5	-1.5	5	9	2
FC(F)Oc1ccc(N=C2SCC3CCCCN23)cc1 (stereo not given)	33*	3	2	2	1	0.4	1	2	-4
CS(=O)(=O)Nc1cccc(S(=O)(=O)N2CCN(C(=O)c3ccccc3)CC2)c1	-2	6	4	6	2	-0.9	4	4	-1
CC(=O)Nc1ccc(S(=O)(=O)NCc2nnnn2-c2ccc(Cl)cc2)cc1	7	1	5	3	21	0.8	6	4	0
CC1Sc2ccc(C(=O)NCc3ccccn3)cc2NC1=O (stereo not given)	-2	14	14	nt	2	nt	5	0	42
CCCC(C)C(=O)Nc1ccc(Cl)cn1 (stereo not given)	1	3	162*	0	6	-1.4	6	8	12
COCCCNC(=S)N/N=C/c1ccc(O)cc1O	7	13	7	-1	nt	7.3	0	-1	2

2 entries from above, with each value named.
CC1Sc2ccc(C(=O)NCc3ccccn3)cc2NC1=O (stereo not given)
  pPAFAH inh: -2
  MCL1 BIM primary: 14
  Bcl-xL primary: 14
  Fam108B inh: nt
  PAFAH1B2 FP inh: 2
  MEX-5 binding: nt
  PME-1 primary: 5
  GLD-1 RNA inh: 0
  AHR activator: 42
CC1CCC(CN2C(Nc3ccccc3)=NC[C@@H]2Cc2ccccc2)CC1 (stereo not given in full)
  pPAFAH inh: 2
  MCL1 BIM primary: nt
  Bcl-xL primary: nt
  Fam108B inh: nt
  PAFAH1B2 FP inh: 2
  MEX-5 binding: nt
  PME-1 primary: nt
  GLD-1 RNA inh: 3
  AHR activator: 0

The listing continues.
SMILES	pPAFAH inh	MCL1 BIM primary	Bcl-xL primary	Fam108B inh	PAFAH1B2 FP inh	MEX-5 binding	PME-1 primary	GLD-1 RNA inh	AHR activator
CN(c1ccccc1)S(=O)(=O)c1cccc(NC(=O)C2=NN(c3ccccc3)C(=O)CC2)c1	6	nt	nt	nt	2	nt	nt	9	29
COc1ccccc1C(c1nnnn1Cc1ccccc1)N1CCN(c2nc3ccccc3s2)CC1 (stereo not given)	5	0	2	-2	5	0.9	-1	-4	1
C=CCn1c(SCC(=O)c2c(N)n(C3CC3)c(=O)[nH]c2=O)nnc1-c1ccoc1C	0	-1	-3	nt	7	nt	2	5	1
N#Cc1ccccc1Sc1ccccc1C(=O)Nc1ccc2ccccc2c1	-14	6	4	-37	-7	2.7	-48	3	8
CCCn1nc(NC(=O)COC)c2cc3cccc(C)c3nc21	3	1	3	0	5	0.0	-9	1	11
CCCNC(=O)Cn1c(=O)/c(=C\c2ccc(-c3ccc([N+](=O)[O-])cc3)o2)s/c1=C\C(=O)C(C)(C)C	6	-49	-11	-22	-84	-1.4	-12	-67	4
CCSc1nnc(NC(=O)COc2ccccc2[N+](=O)[O-])s1	7	7	7	3	-1	-1.2	-3	-3	2
CN1C(=O)C(CC(=O)Nc2ccc(F)cc2)N(Cc2cccs2)C1=S (stereo not given)	8	-1	6	3	4	2.2	6	1	0
Cc1ccc(OCCCCNC(C)(C)C)c([N+](=O)[O-])c1	-3	-5	4	0	4	-0.7	-7	4	0
CC(=O)N1CCc2cc(S(=O)(=O)NCCCN3CCCCC3)ccc21	3	2	-3	-1	5	nt	-1	3	-1
CC(C)(C)Nc1nc(Oc2ccc(=O)[nH]n2)nc(N2CCOCC2)n1	2	1	1	-1	-8	-1.8	0	7	0
CC(O)c1cccc(NC2=CC(=O)CC(C)(C)C2)c1 (stereo not given)	1	4	4	0	2	0.5	-5	0	0
COc1cc(Cl)nn(-c2ccccc2)c1=O	1	0	-4	0	6	-1.8	0	2	1
CN1CCN(S(=O)(=O)c2ccc(NC(=O)c3ccc(F)cc3Cl)cc2)CC1	-2	4	-1	-3	6	-2.1	-1	0	1
CC(C)Nc1nc(-c2cccnc2)nc(-c2ccc(Cl)cc2)c1C#N	3	-8	2	-8	2	1.8	12	-1	25
C=Cn1nc(C)c2ccccc2c1=O	1	9	4	-1	3	-1.0	1	5	-5
CC1(C)CC(NC(=O)COc2ccc3ccccc3c2)CC(C)(C)N1	2	-5	3	0	1	-4.6	-9	4	1
O=C(COc1ccc(F)cc1)N1CCC(c2ccccc2)C1 (stereo not given)	11	11	4	-3	4	0.2	1	1	8
COc1ccc(CNc2cccc3[nH]c(C(F)(F)F)nc23)cc1	4	8	4	6	6	1.4	-3	7	15
COC(=O)CCC(=O)c1ccn(S(=O)(=O)c2ccccc2)c1	5	0	4	-5	19	3.0	-1	2	3
CSc1ccccc1NC(=O)c1cc2c(=O)n3ccccc3nc2s1	2	6	4	0	-2	-2.5	2	0	-9
COc1cc2nc(COc3ccccc3[N+](=O)[O-])oc(=O)c2cc1OC	5	-5	-4	4	1	-1.2	-9	0	-2
Cc1ccc(OCC(=O)n2cnnc2N)c(C)c1	1	0	0	-1	nt	0.3	1	8	-1
O=C(CSc1ncn[nH]1)c1ccc2c(c1)OCCO2	-9	0	1	3	1	1.3	7	9	4
COc1ccc(CN2C(=O)c3cccnc3C2=O)cc1S(=O)(=O)NC(C)C	5	0	2	1	3	0.9	4	-1	0
CC(=O)Nc1ccc(NC(=O)CN2CCCC(C)C2)c(Cl)c1 (stereo not given)	2	-1	3	0	6	-1.9	-2	8	-2
Cc1ccc(S(=O)(=O)Nc2ccc(NC(=O)Nc3cccc(C(F)(F)F)c3)cc2)cc1	-1	-3	1	-23	7	0.5	0	11	21
C[C@@]12C(=O)N(c3cccc(F)c3)C(=O)N1[C@@H]1c3ccccc3OC[C@@H]1[C@H]2c1ccccc1	-1	nt	nt	nt	0	nt	nt	7	0
COc1cc(F)cc(C2=CC(=O)C[C@H](c3ccc(F)cc3)C2)c1	4	-8	0	nt	-1	nt	3	1	1
Cc1ccc(C23CC4CC(CC(C(=O)NC(C(=O)O)C(C)C)(C4)C2)C3)cc1 (stereo not given)	5	-4	0	-36	6	-2.4	-1	5	-2
CCn1c(=O)c(CCC(=O)N2CCN(c3ccccn3)CC2)c(C)c2c(C)nn(-c3ccccc3)c21	1	6	2	4	1	1.2	-1	14	2
O=C(O)CSc1nc2c(cnn2-c2ccccc2)c(=O)n1-c1ccc(Br)cc1	10	1	5	-5	3	1.9	-2	3	-1
CC1=CC2=NC(=O)/C(=C/c3coc4ccc(Cl)cc4c3=O)C(=N)N2O1	12	-40	-30	8	-4	?	1	-30	9
O=[N+]([O-])c1ccc2[nH]nc(-c3ccccc3)c2c1	6	-1	1	1	11	-2.2	3	2	-1
CC(O)c1nc2ccc(C(=O)O)cc2[nH]1 (stereo not given)	3	-1	2	-1	3	-4.5	-2	2	0
Cc1nc(NC2CCCCC2)c2nnn(Cc3ccccc3Cl)c2n1	-1	5	-1	-1	1	-2.1	6	-5	3
COc1ccccc1C(=O)Nc1ccncc1	0	-4	3	-1	8	1.1	-5	1	-1
Nc1nonc1-n1nnc(C(=O)N/N=C/c2ccccc2Br)c1CN1CCCC1	-4	10	5	-1	-3	1.0	3	0	4
CCCc1nc2ccccc2c(C(=O)OCc2nnc(-c3cc(OC)c(OC)c(OC)c3)o2)c1CC	4	-5	-5	-1	-2	nt	-5	-2	4
CCNC(=O)NC(=O)CSc1ccc(S(=O)(=O)N2CCOCC2)cn1	5	nt	nt	nt	10	nt	nt	5	-1
O=C(O)C(Cc1ccccc1)n1cnnn1 (stereo not given)	4	5	10	-1	1	-0.2	4	0	-2
CCOc1ccc(OCC)c(NC(=O)Cn2c(C)nc3ccccc3c2=O)c1	7	-7	2	0	nt	0.0	5	-5	7
CSc1ccccc1OCc1cc(C(=O)NCCn2nc(C)cc2C)no1	6	-5	2	2	-4	0.5	0	6	22
O=C(CCS(=O)(=O)c1ccccc1)Nc1nccs1	0	-6	-1	1	4	1.7	3	-2	-2
NCCCC[C@@H]1NC(=O)c2cc([N+](=O)[O-])cc(F)c2NCCCC[C@@H](C(N)=O)NC(=O)CNC1=O	-2	0	4	0	6	1.5	-2	1	-1
CC(C)(C)C(=O)Nc1ccc(S(=O)(=O)Nc2ccccn2)cc1	1	-5	3	-1	-5	0.3	2	-7	3
CCS(=O)(=O)N1Cc2ccccc2CC1C(=O)Nc1cccc(C)c1 (stereo not given)	9	3	-9	0	7	0.2	-2	0	15
CCNc1nc(N2CCOCC2)nc(N(c2ccccc2)c2ccccc2)n1	-4	6	6	-5	-3	0.1	-2	2	0
O=C(Nc1ccccc1)c1ccccc1OCC(O)CN1C(=O)c2ccccc2S1(=O)=O (stereo not given)	-4	0	2	-1	5	1.8	3	8	-1
CC(C)(C)NC(=O)NC(=O)COC(=O)C1=COCCO1	6	6	0	-1	1	-2.0	-5	3	2
CC(=O)Nc1c(C(=O)N2CCCCCC2)cnn1-c1ccccc1Cl	-1	0	2	1	8	-0.5	5	-2	0
Cc1ccccc1C(=O)NC(=S)Nc1ccc(Cc2ccncc2)cc1	1	13	6	-1	0	-1.9	2	-1	-5
COc1ccc(-c2ccc(OC)cc2C(=O)O)cc1	5	0	0	-4	0	0.0	-5	0	1
Cn1ncc(N=Cc2ccccc2O)c1C(=O)N1CCOCC1	-2	4	5	2	4	-1.0	0	9	0
CCCNC(=O)Cn1c(=O)cnc2ccccc21	-1	2	1	1	2	-2.5	-3	1	1
COc1ccccc1N1CCN(C(=O)c2cc3c(=O)n4cccc(C)c4nc3s2)CC1	-6	-2	1	1	7	3.0	-7	-6	9
CCC(C)NC(=O)Cn1c(=O)n(-c2ccc(OC)cc2)c(=O)c2ccc(C(=O)NCc3ccc(C)cc3)cc21 (stereo not given)	-7	16	3	-1	3	-0.1	-4	6	5
Cc1cccc(C)c1NC(=O)CN(C)C(=O)CC1OC(=O)c2ccccc21 (stereo not given)	2	-8	-3	-1	1	1.2	0	7	-3
O=C(O)c1ccc(-c2ccc(-c3ccccc3)cc2)s1	6	9	3	-2	-1	1.3	-7	4	-7
c1cncc(CSc2nnc3ccc(-c4ccncc4)nn23)c1	3	-5	0	7	-4	0.6	0	-1	15
COc1ccc(CCNC(=O)CCc2ccc(S(=O)(=O)NC(C)C)cc2)cc1OC	4	-4	4	2	0	-4.6	-9	-5	-1
CC1(C)Cn2c(nnc2-c2cccc(O)c2)S1	-3	-2	-5	0	-1	-2.3	-3	-7	2
CCS(=O)(=O)N1CCN(S(=O)(=O)c2ccc(F)cc2)CC1	-5	6	4	-1	9	1.2	-1	-7	1

Compound activity as filed in PubChem.
